# PGC1a acetyl inh: PGC1a acetylation modulation, inhibitor mode; U2OS PGC1a acetylation, AlphaScreen anti-acetyl-lysine; with virally co-expressed GCN5 acetyltransferase; inhibition, % at 15.6 µM; 350,000 tested, 0.17% active;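 active = every replicate shows inhibition of at least 40%; inconclusive = mean inhibition at least 40% but some replicate below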;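 also: 0% = neutral control wells and 100% = positive control wells; some results beyond the cut were filed as inactive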
# Cneo AK release: Cryptococcus neoformans lysis via adenylate kinase release | lysis activity, % at 15 µM | 360,000 tested, 0.2% active | C. neoformans lysis, adenylate kinase release luminescence, 4 h; normalised: neutral wells 0, clomiphene wells 100;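 active = mean lysis activity across replicates of at least 80%, whatever share of replicates individually reach that level; inactive = mean lysis activity below 80%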
#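 Test system: log-phase Cryptococcus neoformans yeast cells. Input: 5 × 10^6 yeast cells/mL. Medium: fresh YPD growth medium. Doses: single dose. Incubation: static 4 h at 37 °C with compound, 1 h detection. Measured by: luminescent adenylate kinase detection reagent. Read-out: signal increase indicating cell lysis. Benchmarks: Clomiphene.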
# * hit, by the source's call; ? = inconclusive.
SMILES | PGC1a acetyl inh | Cneo AK release
Cc1ccc(C(=O)NC2CCN(C(=O)NC3CCCCC3)CC2)cc1 | -12 | 2
CN(C)c1ccc(NC(=S)N(CCc2ccccc2)C2CC(=O)N(c3c(Cl)cccc3Cl)C2=O)cc1 (centres undefined) | 1 | 1
CSc1ncc2c(n1)-c1cc(C)ccc1SC2 | 22 | 0
O=C(CCCN1C(=O)CSc2ncccc21)N1CCN(c2cccc(C(F)(F)F)c2)CC1 | -41 | 0
O=C(Nc1c(F)cccc1F)c1ccc(-n2cncn2)nc1 | -53 | 1
CCOC1(OCC)N=C(N)C2(C#N)C(c3cccc(C)c3)C12C#N (centres undefined) | 5 | -1
O=C(NCCCn1ccnc1)C1c2ccccc2Oc2ccccc21 | 3 | 6
CCC1(CC)Nc2ccccc2C(=O)N1c1ccc(NC(C)=O)cc1 | -4 | -1
CCCc1[nH]nc2c1C(c1cn[nH]c1-c1ccc(F)cc1)C(C#N)=C(N)O2 (centres undefined) | 18 | 0
CCc1nnc(NC(=O)c2ccc(N(C)S(=O)(=O)c3ccccc3)cc2)s1 | -3 | -2
CC1CC(C)CN(C(=O)COC(=O)c2cc3ccccc3cc2O)C1 (centres undefined) | -7 | 5
COC(=O)c1ccc(NC(=S)NC(=O)c2cc(-c3ccccc3)nc3ccccc23)cc1 | -1 | 1
O=C(COc1nnc2ccccn12)N1CCN(S(=O)(=O)c2ccccc2)CC1 | 2 | 2
O=S(=O)(CCc1nnc(-c2ccc(Br)cc2)o1)c1ccc(Cl)cc1 | 10 | 3
COc1ccc2nc(SCC(=O)N3CC(=O)Nc4ccccc43)c(C#N)cc2c1 | -1 | 3
CCOc1ccc(C(=O)Nc2ccc(S(=O)(=O)N3CCOCC3)cc2)cc1OCC | -28 | -1
Cc1c(N=Cc2c(O)n(C3CCCCC3)c(=O)[nH]c2=O)c(=O)n(-c2ccccc2)n1C | -1 | -4
O=C(CSc1nc2ncccc2[nH]1)c1ccc(F)cc1 | 1 | 4
S=c1nc(-c2ccccc2)oc2c1CCCC2 | -4 | -3
CCn1c(CNc2ccc(Cl)cc2)nnc1SCCN1CCCCC1 | -29 | 2
CCCCNC(=O)CSc1cc(=O)n(C)c2ccccc12 | -5 | 1
CCOc1cc(/C=N/n2cnnc2)ccc1OCC(=O)Nc1ccccc1OC | -10 | -2
O=C(NCc1ccccc1)c1ccc(S(=O)(=O)N2CCCc3ccccc32)cc1 | -5 | 4
COc1ccc(OCc2cnc(Cl)s2)cc1 | 0 | 3
O=C(Cn1cnc2ccccc21)N/N=C/c1ccccn1 | -11 | -1
COc1ccc(NC(=O)C2CCCCN2N)cc1OC (centres undefined) | 1 | -1
CCOC(=O)CSc1nc2ccccc2c(=O)n1CC | 1 | -1
O=S1(=O)C[C@@H](N2CCOCC2)[C@H](N2CCOCC2)C1 | 8 | -1
CNc1nc(NC)nc(-n2c(C(F)(F)F)nc3ccccc32)n1 | -2 | 10
Cc1ccc(N(CC(=O)N/N=C/c2cccs2)S(C)(=O)=O)cc1Cl | -16 | 1

SMILES | PGC1a acetyl inh | Cneo AK release
CCn1c(COc2ccc3c(c2)OCO3)nnc1SCC(=O)c1ccc(Cl)cc1 | 14 | 0
c1ccc2[nH]c(CN3CCN(c4ncnc5c4oc4ccccc45)CC3)nc2c1 | -1 | 1
COc1ccc(CC(NC(C)=O)C(=O)NC2CCN(c3nnnn3-c3ccccc3)CC2)cc1 (centres undefined) | -13 | 4
COC(=O)c1ccc(N)cc1O | -5 | 1
CCOC(=O)CNS(=O)(=O)c1cc(-c2nn(C)c(=O)c3ccccc23)ccc1C | -3 | 1
CCN(CC)S(=O)(=O)c1ccc2nc(NC(=O)c3cccs3)sc2c1 | -3 | -8
O=C(CCN1C(=O)C2C3C=CC(C3)C2C1=O)N1CCN(c2ccccc2Cl)CC1 (centres undefined) | 1 | -2
COc1ccccc1/C=C1\SC(=O)N(CCC(=O)NNC(=O)c2ccccc2Cl)C1=O | 1 | 0
COC(=O)C(C)N(C#N)c1nc(NC(C)C)nc(SC)n1 (centres undefined) | -5 | -1
O=C(Nc1ccccc1C(=O)NCCCn1ccnc1)c1ccc(Cl)cc1Cl | -27 | 1
CC1CCC2(CC1)C(Nc1cccc(Cl)c1)=NC(=S)N2CC#N (centres undefined) | 8 | 1
Cc1nnc(SCC(=O)Nc2ccc3c(c2)OCCO3)n1CC1CCCO1 (centres undefined) | 2 | 0
Cc1cc(-n2c(C)cc(C(=O)COC(=O)CN=C3NS(=O)(=O)c4ccccc43)c2C)no1 | 0 | 0
COc1ccccc1N1CCN(C(=O)c2cc(-c3cccs3)on2)CC1 | 1 | 11
CC(C)(C)c1[nH]nc2c1C(c1ccncc1)C(C#N)=C(N)O2 (centres undefined) | 6 | 2
CCCc1[nH]nc2c1C(c1ccc(OC)cc1OC)C(C#N)=C(N)O2 (centres undefined) | 11 | 3
CCC1CCCCN1C(=O)CSc1nnc(CNC(=O)c2ccco2)o1 (centres undefined) | 39 | -1
COc1ccc2cc(C#N)c(NC(C)C)nc2c1 | 2 | 1
CCCOc1ccc(C(C)=O)cc1CSCCC#N | 5 | -1
C=CCn1c(-c2ccc(OC)cc2)nc2nc3ccccc3nc21 | -3 | -4
CN(C)c1ccc(N2C(=O)CC(Nc3ccc(N4CCOCC4)cc3)C2=O)cc1 (centres undefined) | 9 | 1
O=C(Nc1ccn(Cc2ccccc2F)n1)c1ccc(COc2cccc(Br)c2)cc1 | -5 | -1
N#Cc1nc(N2CCCC2)nc(N2CCCC2)n1 | 5 | -3
CC1CCCCN1S(=O)(=O)c1ccc(S(=O)(=O)N2CCN(c3ccccc3)CC2)cc1 (centres undefined) | -4 | -3
CCC(CO)NC(=O)c1cccc(S(=O)(=O)N2c3ccccc3CC2C)c1 (centres undefined) | -10 | 0
COc1ccc(NC(=O)c2cc(S(=O)(=O)N3CCS(=O)(=O)CC3)ccc2Cl)cc1 | 8 | 0
Cn1nnc2cc(C(=O)NC3CCCCC3)ccc21 | 3 | 0
OC(CNc1ccccc1)COc1ccc(OCC(O)CNc2ccccc2)cc1 (centres undefined) | -4 | -4
O=C1C2C3CCCC3=C3CCCC3C2C(=O)N1c1ccc(Cl)cc1 (centres undefined) | 9 | 1
Cc1c(N=Cc2cccnc2)c(=O)n(-c2ccccc2)n1C | 0 | -2

# Part of the list above in a different format:
CCOC(=O)CSc1nc2ccccc2c(=O)n1CC
  PGC1a acetyl inh: 1; Cneo AK release: -1

O=S1(=O)C[C@@H](N2CCOCC2)[C@H](N2CCOCC2)C1
  PGC1a acetyl inh: 8; Cneo AK release: -1

CNc1nc(NC)nc(-n2c(C(F)(F)F)nc3ccccc32)n1
  PGC1a acetyl inh: -2; Cneo AK release: 10

Cc1ccc(N(CC(=O)N/N=C/c2cccs2)S(C)(=O)=O)cc1Cl
  PGC1a acetyl inh: -16; Cneo AK release: 1

# Returning to the listing with the 2 entries that preceded the break.
SMILES | PGC1a acetyl inh | Cneo AK release
O=C1C2C3CCCC3=C3CCCC3C2C(=O)N1c1ccc(Cl)cc1 (centres undefined) | 9 | 1
Cc1c(N=Cc2cccnc2)c(=O)n(-c2ccccc2)n1C | 0 | -2
Cc1cccc(N(C(=O)CCC(=O)Nc2cc(C)on2)C(C(=O)NC2CCCC2)c2ccncc2)c1 (centres undefined) | 14 | 2
O=C(Nc1nc(-c2cc(Cl)sc2Cl)cs1)c1cccs1 | -18 | 3
CCOc1ccc(C(=O)Nc2cc(C)on2)cc1 | -7 | -1
O=C(Nc1ccccc1C(=O)N1CCN(c2ccccc2)CC1)c1ccco1 | -2 | 1
CCc1cc2c(cc(C(=O)O)n2C)s1 | -14 | 4
CCOC(=O)c1sc(NC(=O)COC(=O)Cn2cnc3ccccc32)c(C(=O)OCC)c1C | -8 | 0
Cc1cc(C)n(-c2cc(N3CCN(C(=O)c4cccc(F)c4)CC3)ccc2[N+](=O)[O-])n1 | -6 | -1
CCOc1ccc(NC(=O)C2CCCN(C(=O)NCc3ccccc3)C2)cc1 (centres undefined) | -11 | -2
Cc1cccnc1Nc1nc(-c2ccc(O)cc2O)cs1 | -18 | -7
Cn1c(=O)c2c(ncn2CC(COCc2ccc(Cl)cc2)OCc2ccc(Cl)cc2)n(C)c1=O (centres undefined) | -6 | -1
Cc1ccc(-c2nnn(CC(=O)O)n2)cc1 | -4 | -2
CCOC(=O)C1=C(C)Nc2nnnn2C1c1cccnc1 (centres undefined) | -5 | 1
Cc1cccc(C(=O)Oc2ccccc2C2C[C@]3(C)CC(=O)NC3N2C(=O)c2cccc(C)c2)c1 (some centres undefined) | 15 | 0
CCOc1ccc(C(=O)Nc2ccc3c(c2)OCO3)cc1OCC | -1 | -2
CNC(=O)c1ccc(N(Cc2ccccc2)S(C)(=O)=O)cc1 | 6 | 6
CC(C)CNC(=O)CSc1nnc(-c2cccc(S(=O)(=O)N3CCCCC3)c2)o1 | 6 | 2
CCCOc1ccc(C(=O)NNC(=S)NC(=O)c2cc(-c3ccc(Cl)cc3)nc3ccccc23)cc1 | 15 | -2
CCc1nnc(NC(=O)CCC(=O)N2CCN(Cc3cc(F)ccc3OC)CC2)s1 | -2 | 0
Cc1cc(=O)n2[nH]c(-c3ccccc3Cl)cc2n1 | 15 | -1
CC1CCC2(CC1)N=C(N)Nc1nc3ccccc3n12 (centres undefined) | -1 | 11
CCOC(=O)c1sc(NC(=O)CSc2nnc(Cc3ccccc3)o2)c(C#N)c1C | 0 | 2
COc1cc2c(cc1OC)CN(C(=O)CSc1nc(C)cc(C)c1C#N)CC2 | 5 | 0
O=C(Nc1ncccc1O)c1cccc(S(=O)(=O)N2CCc3ccccc32)c1 | -2 | 0
CCCC1=Nc2cc(C(=O)NCCCOC(C)C)ccc2Sc2ccccc21 | 5 | 4
COc1ccc(-c2noc(CCC(=O)NCCN3CCN(c4ccccc4F)CC3)n2)cc1 | 12 | 1
COc1ccc(CCNC(=O)CCS(=O)(=O)c2ccc3c(c2)CCN3C(C)=O)cc1OC | 5 | 1
O=C(CNS(=O)(=O)c1ccc(C(=O)N2CCCCC2)cc1)N1CCCCC1 | -1 | 3
COC(=O)Cn1c(C(F)(F)F)nc2ccccc21 | 1 | 12
CCC(C)C(NC(=O)OC(C)(C)C)C(=O)NC(C(=O)N1CCCC1C(N)=O)C(C)CC (centres undefined) | 9 | 2
Cc1ccc2nc(N3CCN(C(=O)c4cccs4)CC3)c(C#N)cc2c1 | -4 | 2

SMILES | PGC1a acetyl inh | Cneo AK release
CC(C)Oc1ccc(C2CC(=O)NC3=C2C(=O)CCC3)cc1 (centres undefined) | -15 | 3
CCC1CCCCN1C(=O)CSc1nnc(CNC(=O)COc2ccc(Cl)cc2)o1 (centres undefined) | -15 | -8
CC(C)(C)c1nnc(NC(=O)CN2C(=O)C3C4C=CC(C4)C3C2=O)s1 (centres undefined) | -4 | 0
CCOc1ccc(-n2c(N)c(-c3nc4ccccc4[nH]3)sc2=S)cc1 | 4 | -2
CCc1ccc2oc(-c3cc(N)cc(C)c3O)nc2c1 | 0 | -3
CCc1ccc(OCC(=O)Nc2ccc3c(c2)COC3=O)cc1 | -3 | 0
COc1ccc(C(=O)NC(=S)NNC(=O)Cc2cccs2)cc1 | 5 | 7
COc1ccc(NC(=O)Nc2nnc(-c3ccccc3SCc3ccccc3)s2)cc1 | 6 | 0
Cc1occc1C(=O)NCCCCc1ccccc1 | -1 | 2
O=C(Nc1nccs1)c1cccc(N2C(=O)c3cccc4c([N+](=O)[O-])ccc(c34)C2=O)c1 | -7 | -1
O=C(c1cccs1)c1no[n+]([O-])c1C(=O)c1cccs1 | -9 | 0
CCN(CC)C(=O)CSc1nnc(-c2ccco2)o1 | 6 | -2
Cc1cc(C)c2c(N)c(C(=O)Nc3ncc(C)s3)sc2n1 | 2 | -9
O=C(Cc1cccs1)Nc1ccc(-c2nc3ccccc3[nH]2)cc1 | -8 | 0
COc1cc(-c2cc(C(=O)O)c3c(OC)c(OC)c(OC)cc3n2)ccc1O | -11 | 0
N/C(=N\c1nc2ccccc2o1)NC(=O)c1ccccc1 | 3 | -1
N#Cc1cn(CC(=O)N2CCCc3ccccc32)c2ccccc12 | 5 | 3
CCN(CC)C(=O)CSc1nnc(-c2cccnc2)n1Cc1ccccc1 | ? | -1
Cc1ccccc1N=C(NOCc1ccccc1)c1nonc1N | 1 | -3
COc1ccc(CCN(Cc2cccs2)S(=O)(=O)c2ccc(-n3cnnn3)cc2)cc1OC | -20 | -3
CC(=O)Oc1ccc(NC(=O)CCC2CCCCC2)c(C(=O)O)c1 | 2 | 1
CC1/C(=N/O)C(CN(C)C)C2CC1C2(C)C (centres undefined) | 6 | 0
CCOC(=O)Cc1c(C)c2c(C)[nH]nc2oc1=O | -2 | 3
O=C(c1cncc(Br)c1)N1CCCc2ccccc21 | 37 | -2
O=C(Nc1nncs1)c1ccccc1Br | 19 | 0
COC(=O)CNC(=O)c1ccc2c(c1)S(=O)(=O)c1ccccc1C2=O | -6 | -2
CCOc1cccc(/C(O)=C2/C(=O)C(=O)N(Cc3cccnc3)C2c2ccco2)c1 (centres undefined) | 9 | 0
C=CCNC(=O)CCCOc1ccc(C)cc1 | -16 | 3
CSc1nc(-c2ccccc2)nn1C(=O)c1ccc(C)cc1 | 3 | -2
CC(=O)c1ccc(NC(=O)Nc2cccc(Cl)c2)cc1 | 6 | -6
COc1ccccc1/C=C/C=N/N1CCN(Cc2cccc3ccccc23)CC1 | 14 | 2
Cc1c(C)n(C(=O)CN2CCC(C)CC2)c2ccccc12 | -2 | 2
NC1=NC2(CCCCC2)N(c2ccc(F)cc2)C(N)=N1 | -3 | 0

# Screens: PubChem, Broad Institute

# Only part of the results is shown; the hit share may differ from the screen's.
